AHR activator: activators of human aryl hydrocarbon receptor | P35869 | AHR-responsive luciferase reporter cells, luminescence | activation, % at 5 µM | actives 2.5% (n = 320,000) | AID 2796; in the data active = activation above about 47%;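 also: 0% = vehicle wells and 100% = reference agonist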
proCasp7 act: activates human procaspase-7, counter-screen for procaspase-3 activators | recombinant procaspase-7, Ac-DEVD-pNA absorbance 405 nm; D23A/D198A/D206A triple mutant, cannot self-cleave; scale: DMSO 0, 5 µM enzyme 100 | activation, % at 8.5 µM | AID 463210 | actives 0.093% (n = 330,000);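 active = percent activation above the screen-wide mean plus 3 SD, cut at about 25% in these data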
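System: Uncleavable procaspase-7 mutant enzyme; Amount: 2 µM procaspase-7 mutant as dispensed; Schedule: 1 h compound preincubation, 2 h substrate cleavage, 25 °C; Measured by: 405 nm absorbance of p-nitroaniline; Evaluation: percent activation from buffer-corrected 0–120 min absorbance change; Control set: low DMSO alone, high DMSO plus 5 µM PC-7.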
JMJD2C inh: blocks human GASC-1 demethylase activity; Q9H3R0; GST-JMJD2C(1-420) H3K9me3 demethylation, DELFIA europium; inhibition, % at 2.35 µM; actives 0.069% (n = 330,000); AID 2099;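 active = more than half of a compound's replicate wells show inhibition beyond 50%, single wells judged on their own value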;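 also: signal counts dimethyl H3K9 product captured on neutravidin plate; 0% = median of DMSO wells and 100% = 0.3 times that DMSO median; strong numbers were not always called active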
Target sequence (Q9H3R0 1-420 limits assumed): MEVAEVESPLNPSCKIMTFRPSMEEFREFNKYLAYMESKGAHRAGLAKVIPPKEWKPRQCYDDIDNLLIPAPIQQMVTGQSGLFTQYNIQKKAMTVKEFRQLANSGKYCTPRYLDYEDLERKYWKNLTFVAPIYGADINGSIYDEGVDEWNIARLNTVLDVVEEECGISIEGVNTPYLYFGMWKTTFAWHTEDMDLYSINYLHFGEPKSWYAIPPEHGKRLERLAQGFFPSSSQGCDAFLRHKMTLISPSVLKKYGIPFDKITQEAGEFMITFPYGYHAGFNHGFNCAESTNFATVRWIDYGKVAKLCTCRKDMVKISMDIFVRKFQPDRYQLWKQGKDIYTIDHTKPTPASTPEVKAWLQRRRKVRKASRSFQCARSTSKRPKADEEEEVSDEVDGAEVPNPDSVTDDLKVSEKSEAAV
MEP2-GFP yeast: modulators of TOR pathway MEP2-GFP in S. cerevisiae | S. cerevisiae MEP2-GFP strain, flow cytometry GFP, 3 h; 100% = DMSO control level | GFP response vs DMSO, % at 10 µM | actives 0.51% (n = 330,000);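 active = GFP response versus DMSO above a set limit, roughly screen mean plus 3 SD, cut at about 180% in these data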;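 also: median GFP fluorescence of the barcode-gated MEP2-GFP cells per well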
RPL19A TOR yeast: alters RPL19A-GFP fluorescence in TOR pathway yeast screen. S. cerevisiae RPL19A-GFP strain, flow cytometry, 3 h; active compounds read low. percent response vs DMSO, % at 10 µM. actives 0.3% (n = 330,000). AID 2025;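 active = percent response vs DMSO below 50%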;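 also: median channel GFP fluorescence of the barcoded RPL19A-GFP strain; ratio of sample median GFP to plate DMSO average so 100% = DMSO; lower means less RPL19A-GFP as with rapamycin TOR inhibition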
proCasp3 act: procaspase-3 (human) activation. recombinant procaspase-3 D3A, Ac-DEVD-pNA absorbance 405 nm. P42574. AID 463141. actives 0.11% (n = 330,000). activation, % at 8.5 µM;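 active = activation above the mean of all tested compounds plus 3 SD, cut at about 21% in these data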;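 also: 0% = DMSO alone and 100% = DMSO wells spiked with extra 5 µM PC-3 D3A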
Target sequence (P42574 whole entry D9A/D28A/D175A): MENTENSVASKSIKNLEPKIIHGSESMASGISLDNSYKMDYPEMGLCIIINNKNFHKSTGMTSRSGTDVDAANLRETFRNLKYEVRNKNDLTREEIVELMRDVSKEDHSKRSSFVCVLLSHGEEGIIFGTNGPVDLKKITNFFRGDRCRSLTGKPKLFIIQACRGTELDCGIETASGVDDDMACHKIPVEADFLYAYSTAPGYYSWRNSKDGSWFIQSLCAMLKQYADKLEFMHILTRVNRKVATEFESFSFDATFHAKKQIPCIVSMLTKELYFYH
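Evaluation: percent activation relative to control range; Material: Procaspase-3 D3A mutant, all three cleavage aspartates alanine; Compound: single dose, 8.5 µM nominal compound, 0.8% DMSO; Replication: one well per compound; Signal: absorbance at 405 nm, 0 and 120 min; Schedule: 1 h preincubation plus 2 h reaction at 25 °C.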
LAP4-GFP MLPCN: alters LAP4-GFP fluorescence in TOR pathway yeast screen. S. cerevisiae LAP4-GFP multiplex, flow cytometry GFP, 3 h; median GFP as percent of DMSO wells. actives 0.34% (n = 320,000). GFP response vs DMSO, % at 10 µM;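 active = GFP response vs DMSO above a set limit, about the screen mean plus 3 SD, cut at about 150% in these data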
Yeast superoxide: lowers age-related superoxide in aged yeast cells; AID 2690; actives 0.18% (n = 330,000); superoxide response (% of plate mean), % at 10 µM; S. cerevisiae aged cells, superoxide DHE fluorescence; active compounds read low;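 active = superoxide response under a set limit, about three screen SD below normal, cut at about 65% in these data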;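 also: yeast aged for seven days with compound at 30 °C before DHE staining; 100% = average MFI of all compound-treated wells on the plate with controls excluded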
Active calls of the source: *; i = inactive; . = not tested or not shown; [ ] = remark or other dose. Rows are unselected; 3.8% or so of the library scored in one or more.

mol	AHR activator	proCasp7 act	JMJD2C inh	MEP2-GFP yeast	RPL19A TOR yeast	proCasp3 act	LAP4-GFP MLPCN	Yeast superoxide
O=C(Nc1ccc(Cl)c(C(F)(F)F)c1)[C@@H]1CC=C[C@@H]2CCN(Cc3ccccc3)C(=O)[C@@H]21	4	4	9	98	98	-7	133	100
CC(O)CNC(=O)C1CCN(Cc2ccc(OCc3ccccc3)cc2)CC1 (stereo unspecified)	2	4	-36	101	97	3	99	95
C[n+]1cnc(-c2ccccc2)cc1-c1ccccc1	2	-5	3	96	95	-2	89	118
COc1cc(OC)cc(C(=O)NCC(=O)OCC(=O)C(C)(C)C)c1	1	-1	4	484*[may fluoresce violet]	73[may fluoresce violet]	2	78[may fluoresce violet]	94
O=S(=O)(Nc1ccccn1)c1ccc(Cl)c2ccccc12	0	5	4	101	95	8	92	112
COc1ccc(NC(=O)C/C(C)=N/NC(=O)COc2ccc(OC)cc2)cc1	0	-6	0	105	99	-1	100	101
CCCCOc1cc(CC2CNC(=O)N2)ccc1OC (stereo unspecified)	-1	2	11	94	101	-6	105	116
Cc1ccc(N(CC(=O)N/N=C/c2cccs2)S(C)(=O)=O)cc1Cl	5	4	-7	97	100	-4	101	84
O=C(CCC1CCCNC1)c1ccccc1 (stereo unspecified)	0	0	9	111	107	3	96	97
C(=N\n1cnnc1)/c1cccn1-c1ccccc1	0	-1	-4	108	112	0	113	89
C=CCn1cc(C(C)=O)c(=O)[nH]c1=O	-2	-3	10	101	101	-2	98	92
O=C(NNC(=O)c1cc2cc3ccccc3nc2s1)c1cccc(C(F)(F)F)c1	48*	26*	1	115	91	0	98	106
COc1ccc(OCC(=O)N/N=C/C(C)=C/c2ccco2)c(Br)c1	12	3	67*	106	105	-8	104	112
CCc1ccc(NC(=O)CN(c2cccc(C)c2)S(C)(=O)=O)cc1	2	7	7	105	97	-1	111	119
CCOC(=O)N1c2ccccc2C=CC1OCC (stereo unspecified)	9	11	4	94	95	2	92	93
COC(=O)c1cc(NC(=O)c2nccnc2C(=O)O)cc(C(=O)OC)c1	-1	1	13	108	101	-1	103	87
Cc1cc(NC(=O)Cn2c(=O)c3c(ncn3CCC(C)C)n(Cc3ccccc3)c2=O)no1	-4	7	13	101	96	-1	98	99
O=C(CN(C(=O)c1csnn1)c1ccccc1F)NC1CCCCC1	-1	-5	-7	109	105	-6	116	90
CCN1CCN(CCNC(=O)c2cn(C(C)c3ccccc3F)nn2)CC1 (stereo unspecified)	-1	11	-2	97	93	-2	83	109
CC(NC(=S)N1CCOCC1)c1ccccc1 (stereo unspecified)	-1	6	-3	114	108	9	112	110
CSc1ncccc1C(=O)OCC(=O)NCCc1ccccc1	0	-9	1	97	99	-10	110	106
O=C(/C=C/c1ccco1)NC(=S)Nc1ccccc1Br	7	0	-2	96	102	-1	93	80
COC(=O)c1cc(C#N)c(NCc2ccc(Cl)cc2Cl)nc1C	-2	-2	5	103	103	7	100	110
Cc1nc(-c2ccc(Cl)cc2)sc1C1(C)CC(c2ccc(Cl)cc2)=NO1 (stereo unspecified)	8	-4	-2	93	99	-7	126	96

Part of the list above, reformatted.
O=C(/C=C/c1ccco1)NC(=S)Nc1ccccc1Br
  AHR activator: 7; proCasp7 act: 0; JMJD2C inh: -2; MEP2-GFP yeast: 96; RPL19A TOR yeast: 102; proCasp3 act: -1; LAP4-GFP MLPCN: 93; Yeast superoxide: 80

CCOC(=O)N1c2ccccc2C=CC1OCC (stereo unspecified)
  AHR activator: 9; proCasp7 act: 11; JMJD2C inh: 4; MEP2-GFP yeast: 94; RPL19A TOR yeast: 95; proCasp3 act: 2; LAP4-GFP MLPCN: 92; Yeast superoxide: 93

COC(=O)c1cc(NC(=O)c2nccnc2C(=O)O)cc(C(=O)OC)c1
  AHR activator: -1; proCasp7 act: 1; JMJD2C inh: 13; MEP2-GFP yeast: 108; RPL19A TOR yeast: 101; proCasp3 act: -1; LAP4-GFP MLPCN: 103; Yeast superoxide: 87

Next part.
mol	AHR activator	proCasp7 act	JMJD2C inh	MEP2-GFP yeast	RPL19A TOR yeast	proCasp3 act	LAP4-GFP MLPCN	Yeast superoxide
CN(c1ccccc1)c1nc(N)c([N+](=O)[O-])c(Nc2ccc(F)cc2)n1	17	15	0	105	94	-1	92	98
CCN1CCN(C(c2ccc(F)cc2)c2nnnn2Cc2cccs2)CC1 (stereo unspecified)	3	3	2	103	102	6	100	101
COc1ccc2cc(CCNC(=O)c3ccc(S(=O)(=O)N4CCCC4)cc3)c(=O)[nH]c2c1	0	3	8	85	91	6	96	115
CCOC(=O)C1CCN(C(=O)CSc2ccc(Cl)cc2)CC1	-3	2	-20	98	96	6	94	111
Clc1ccc(COc2ccccn2)cc1Cl	4	9	-3	96	99	2	93	100
O=C(CN(Cc1ccc2c(c1)OCO2)C(=O)CSc1nc2ccccc2o1)NC1CCCCC1	3	0	28	98	98	-5	103	113
Cc1cc(N2CCN(c3ccccn3)CC2)n2nc(C)nc2n1	31	7	17	105	97	1	103	108
CCc1cccc(OCC(=O)Nc2ccc(S(=O)(=O)Nc3onc(C)c3C)cc2)c1	0	10	2	96	102	2	96	95
Cc1ccc(CN2CCNC(=O)C2CC(=O)N(C)Cc2cnccn2)cc1 (stereo unspecified)	0	6	-15	95	98	-1	95	94
CCN(C1CCS(=O)(=O)C1)S(=O)(=O)c1cccs1 (stereo unspecified)	-1	1	7	94	93	7	89	i
O=C(c1cccs1)N1CCN(c2nc3c(F)cc(F)cc3s2)CC1	3	3	12	95	96	1	121	113
CCN(CC(=O)Nc1ccccc1OC)Cc1csc(CC(=O)Nc2ccc(C)cc2)n1	8	6	-3	102	102	5	105	70
CCc1cc(=O)oc2cc(C)cc(OCC(=O)NC(Cc3ccc(Cl)cc3)C(=O)O)c12 (stereo unspecified)	-1	-2	-27	109	100	3	102	105
O=C(O)CS(=O)(=O)CC(=O)O	1	-2	14	105	101	-4	96	95
C=CCc1cccc2cc(C(=O)NCCOC)c(=O)oc12	19	9	5	109	105	0	111	86
N#CN/C(=N\S(=O)(=O)c1ccccc1)c1ccccc1	-2	-12	26	110	100	6	97	108
Cc1cccc(NC(=O)C(C)Sc2nc3ccccc3c(=O)n2CCCN2CCOCC2)c1 (stereo unspecified)	0	10	-2	95	90	3	90	125
CCCC(NS(=O)(=O)c1ccc(Br)cc1)C(=O)O (stereo unspecified)	-2	3	0	97	102	-1	93	104
CN(C)c1ccc(/C=[N+](\[O-])C(C)(C)/C=N/O)cc1	0	8	25	93	94	7	96	89
Cc1cc(C)n2nc(C(=O)N/N=C/c3ccccc3C)nc2n1	3	6	-1	103	102	-13	106	119
O=C(OCCN=C1NS(=O)(=O)c2ccccc21)c1cccs1	3	-6	5	99	97	1	97	87
Cc1ccc(C)c(NC(=O)CCN2C(=O)C3CC=CCC3C2=O)c1 (stereo unspecified)	0	6	0	98	98	9	100	90
COc1ccc(-c2nnc(SCC(=O)NC(C)c3ccccc3)o2)cc1 (stereo unspecified)	1	-2	-7	98	102	8	104	85
CCCCN(CCCNc1ncnc2nc[nH]c12)c1ccccc1	9	1	10	92	102	-3	92	101
Cc1cc(N2CCN(S(=O)(=O)c3ccc4ccccc4c3)CC2)n2ncnc2n1	0	6	-15	103	102	-3	95	96
CCc1cc(C(=O)N2CCc3c([nH]c4ccccc34)C2c2ccc(OC)cc2F)no1 (stereo unspecified)	18	-5	11	100	96	-7	95	106
c1ccc(-c2nc(N3CCOCC3)sc2-c2ccccc2)cc1	1	-13	6	89	96	-11	100	88
c1ccc(Cc2nnc3sc(Nc4ccccc4)nn23)cc1	-1	-5	-3	104	100	-4	101	147
Cc1nc(CSc2nnc3scc(-c4ccc(Cl)cc4)n23)cs1	5	0	.	105	98	1	105	102
O=C(Nc1cccc(O)c1)c1ccc(NC(=O)c2cccs2)cc1	-3	1	-1	102	100	-1	98	89
COc1ccc(COC(=O)C2=C(C)NC(=O)NC2c2cccc(Br)c2)cc1 (stereo unspecified)	10	6	7	109	106	8	106	102
Cn1c(=O)c2c(nc(SCC(=O)NCC3CCCO3)n2Cc2ccc(F)cc2)n(C)c1=O (stereo unspecified)	0	-9	-4	109	106	-10	101	99
COCC(=O)Nc1cc(OC)c(Cl)cc1OC	16	2	-1	101	103	-3	90	96
CC(Sc1nnc(C2CC2)n1C1CC1)C(=O)Nc1ccccc1C#N (stereo unspecified)	5	3	-1	96	97	4	99	84
COc1cccc(C2c3c(-c4ccccc4O)n[nH]c3C(=O)N2Cc2ccco2)c1 (stereo unspecified)	5	2	-17	100	100	3	102	102
Cc1cc(C)c(C(N)=O)c(Nc2ccc(F)cc2)n1	20	3	10	99	103	1	78	105
Cc1ccc(S(=O)(=O)N2CCC(=O)N(CCOCc3ccccc3)CC2)cc1	1	-5	0	.	.	-10	.	.
O=c1[nH]c(-c2ccccc2)nc2sc(-c3ccccc3)cc12	7	26*	-6	115	85	29*	96	107
CCCCn1c(N)c(N(CCOC)C(=O)CCNC(=O)c2ccc(Br)cc2)c(=O)[nH]c1=O	0	5	-9	120	96	-2	112	97
Cc1ccc(-c2cc(-c3nnc(SCC(=O)NC(C)C(C)C)n3N)c3ccccc3n2)cc1 (stereo unspecified)	0	3	-17	103	99	9	103	103
CC(C)(C)Nc1ncnc2c1cnn2-c1ccccc1	13	1	-7	93	96	13	129	87

Source: PubChem BioAssay (several laboratories)
